Source: PubChem
SENP6 block: SENP6 protease inhibitors, primary screen, biochemical, luminescence, uHTS; inhibition, % at 10 µM; AID 2599, 2010; Sentrin-specific protease 6 (Homo sapiens), Q9GZR1; actives 1.8% (n = 330,000); Recombinant SENP6 catalytic domain, aminoluciferin luminescence;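 active = inhibition above about 50% at the single tested dose, limit read from the data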;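 also: plate controls were DMSO wells with enzyme for no effect and DMSO wells lacking enzyme for full effect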
Target sequence (Q9GZR1 628-1112 limits assumed): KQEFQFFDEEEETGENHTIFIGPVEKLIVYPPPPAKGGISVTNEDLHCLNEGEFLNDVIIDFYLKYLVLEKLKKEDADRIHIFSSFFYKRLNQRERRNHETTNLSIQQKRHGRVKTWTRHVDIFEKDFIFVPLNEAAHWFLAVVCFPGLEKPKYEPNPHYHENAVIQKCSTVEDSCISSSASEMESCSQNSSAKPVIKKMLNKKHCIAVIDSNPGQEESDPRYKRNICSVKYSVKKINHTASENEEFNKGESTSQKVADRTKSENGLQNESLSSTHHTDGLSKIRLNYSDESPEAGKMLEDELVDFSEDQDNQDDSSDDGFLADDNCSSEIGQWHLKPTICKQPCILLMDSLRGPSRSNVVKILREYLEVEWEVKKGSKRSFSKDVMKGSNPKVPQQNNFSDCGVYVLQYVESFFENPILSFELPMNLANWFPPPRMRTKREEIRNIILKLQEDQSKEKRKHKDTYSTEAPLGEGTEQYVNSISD
hIAP act: human IAP activators, primary screen, biochemical, luminescence, uHTS; Intestinal-type alkaline phosphatase (Homo sapiens), P09923; purified human IAP, CDP-Star luminescence, 30 min; hits give high values; 1 = vehicle-only enzyme, 0 = enzyme-free background; activation factor at 10 µM; actives 0.16% (n = 330,000); AID 2524, 2010;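 active = activation factor of the enzyme at least 2-fold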; also: the source names both 10 and 20 µM as test concentration; values of inactives mirror those of a sister screen read the other way
Target sequence (P09923 whole entry, looked up): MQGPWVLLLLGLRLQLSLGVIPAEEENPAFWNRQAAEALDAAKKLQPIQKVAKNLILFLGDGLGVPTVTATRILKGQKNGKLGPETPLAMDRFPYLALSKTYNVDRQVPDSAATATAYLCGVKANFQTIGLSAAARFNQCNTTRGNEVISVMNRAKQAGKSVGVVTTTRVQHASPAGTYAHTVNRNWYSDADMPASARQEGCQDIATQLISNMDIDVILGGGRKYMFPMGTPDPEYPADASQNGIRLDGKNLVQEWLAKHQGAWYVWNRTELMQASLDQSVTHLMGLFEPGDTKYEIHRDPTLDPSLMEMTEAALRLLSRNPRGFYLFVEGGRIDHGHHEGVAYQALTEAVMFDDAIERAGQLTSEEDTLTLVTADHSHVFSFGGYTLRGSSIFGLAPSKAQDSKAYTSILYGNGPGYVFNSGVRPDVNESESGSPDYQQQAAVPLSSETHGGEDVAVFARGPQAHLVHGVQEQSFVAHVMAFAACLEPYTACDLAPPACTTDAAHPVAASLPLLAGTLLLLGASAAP
Active calls of the source: *.

Order of values – SENP6 block | hIAP act
> CC1(N2CCOCC2)CC2(O)C(=[N+]1[O-])CCc1nonc12 (stereo not given)
  5 | 1.1
> Cc1ccc(Cc2cnc(NC(=O)C3=NCCN3)s2)cc1
  -5 | 1.5
> CCOC(=O)C(C)c1c(C(=O)c2ccc(C)nc2)c2ccccc2n1C (stereo not given)
  -7 | 0.94
> COc1ccc(-c2cc(OC(=O)c3ccc(F)cc3)c3c(C)oc(C)c3c(=O)c2)cc1
  -3 | 0.88
> COc1cccc([C@H](O)Cn2cc(-c3ccc(CON=C(C)C)cc3)nn2)c1
  -11 | 1.1
> COC(=O)c1ccc(/C=N/NC(=O)CCSc2nc3ccccc3s2)cc1
  -3 | 0.88
> CCCCn1c(=O)c(C(=O)N/N=C/c2ccc(F)cc2)c(O)c2ccccc21
  2 | 1
> CCNc1nc(NCC)nc(Oc2ccc(OCc3ccccc3)nn2)n1
  -5 | 0.92
> Cc1ccn2c(c1)nc(=S)n2C(=O)c1ccco1
  3 | 0.93
> O=C1c2ccccc2CN1CCSC(=S)N1CCSCC1
  -10 | 1
> Cc1ccccc1Nc1nc(-c2sc(NC(=O)c3ccc([N+](=O)[O-])cc3)nc2C)cs1
  10 | 0.92
> C#CCOCCOCCOCCNc1nc(N2CCN(C(=O)Cn3cc(CCCCN)nn3)CC2)nc(N2CCN(C(=O)[C@H](C)n3cc(CCCN=C(N)N)nn3)CC2)n1
  2 | 0.9
> Cc1ccc(NC(=O)c2ccccc2OCC(=O)Nc2cccc(Cl)c2C)nc1
  -4 | 0.9
> Cc1cc(Cl)ccc1OCC(=O)n1cc(C(=O)c2cc(Cl)ccc2O)cn1
  0 | 1.3
> COCCN1C(=S)N[C@@H](c2cccc(F)c2)C(C(=O)OC)=C1C
  -17 | 0.8

Of the compounds above, these have a Cl atom:
Order of values – SENP6 block | hIAP act
> Cc1ccc(NC(=O)c2ccccc2OCC(=O)Nc2cccc(Cl)c2C)nc1
  -4 | 0.9
> Cc1cc(Cl)ccc1OCC(=O)n1cc(C(=O)c2cc(Cl)ccc2O)cn1
  0 | 1.3

More structures.
Order of values – SENP6 block | hIAP act
> CC(=O)Nc1cccc(-c2nnc3c4ccccc4c(C)nn23)c1
  -40 | 1.2
> O=C(COC(=O)c1cn(-c2ccccc2)nc1-c1ccccc1)c1ccc([N+](=O)[O-])cc1
  9 | 1.1
> Cc1ccc(C)n1-c1ccccc1N
  -6 | 0.87
> O=C(CCC(=O)N1CCN(c2ccc(O)cc2)CC1)c1ccc(Br)cc1
  -17 | 1
> Cc1noc(/C=C/N(C)C)c1S(=O)(=O)N1CCCC(C(=O)NCc2ccc(F)cc2)C1 (stereo not given)
  -13 | 1
> COc1ccc2nc3n(c(=O)c2c1)-c1cc(Cl)ccc1C(=O)NC3Cc1ccccc1 (stereo not given)
  -2 | 0.9
> COc1ccc(-c2csc(NC(=O)COC(=O)c3ccc(Br)o3)n2)cc1
  -6 | 1.1
> CC1=C(C#N)c2nc(N)c(C#N)c(C)c2/C1=C\c1ccc(C)cc1
  -16 | 0.85
> O=[N+]([O-])c1ccc(O)c(C=Nc2ccc3oc(Cc4ccc(Cl)cc4)nc3c2)c1
  11 | 1.3
> COc1ccc(-c2noc(-c3cc4ccccc4oc3=O)n2)cc1
  -3 | 1.1
> CCC(=O)c1c(OCc2ccccc2)ccc2c(C)cc(=O)oc12
  -10 | 0.87
> O=C(/C=C/c1cn(CC(O)CN2CCOCC2)c2ccccc12)c1cccs1 (stereo not given)
  -27 | 0.83
> COc1cc(NS(=O)(=O)c2ccc(NC(=O)CSC3=NCCS3)cc2)nc(OC)n1
  -11 | 0.97
> CC(O)c1cccc(NC(=O)Cc2cccc3ccccc23)c1 (stereo not given)
  -25 | 1.1
> Cc1ccc(-n2c(-c3cccs3)nc3nc4ccccc4nc32)cc1
  -18 | 1

Following part:
Order of values – SENP6 block | hIAP act
> CCn1cc(C(=O)O)c(=O)c2cc3c(cc21)OCO3
  -24 | 0.94
> O=C(NCc1ccccn1)c1ccc2nc(-c3ccco3)c(-c3ccco3)nc2c1
  47 | 1
> CC(=O)N1CCN(CC(=O)O)CC1
  -16 | 1.1
> N#CCOc1ccc2oc(-c3ccco3)cc(=O)c2c1
  -9 | 0.84
> Nc1nonc1C(=O)N/N=C/c1ccc(-c2cccc(C(=O)O)c2)o1
  58* | 1
> CN(C)c1ccc(/C=N/NC(=O)c2ccc(CN3C(=O)c4cccc5cccc3c45)cc2)cc1
  -12 | 1.1
> Cn1c(SCn2nnc3ccccc3c2=O)nc2ccccc2c1=O
  -15 | 0.96
> CN1CCc2nc(SCC(=O)Nc3ccc(F)cc3)c(C#N)cc2C1
  0 | 1
> CC(=O)Nc1ccc(OS(=O)(=O)c2ccc(C(C)(C)C)cc2)cc1
  -16 | 1
> COC(=O)c1cccc(Cn2cc([N+](=O)[O-])cn2)c1
  -14 | 0.92
> Cn1c(CNC(=O)c2ccccc2F)nnc1SCc1nc2ccccc2c(=O)[nH]1
  -36 | 1.1
> CCOC(=O)C1=C(C)N(CCCC(=O)O)C(=O)NC1c1ccccc1OC(=O)c1cccs1 (stereo not given)
  11 | 0.89
> CC(C)(C)OC(=O)NCCCC1=CC2=CC(=O)C(C)(OC(=O)c3ccc(Cl)nc3)C(=O)C2=CO1 (stereo not given)
  5 | 1.2
> Cc1cc(C(=O)NCC23CC4CC(CC(C4)C2)C3)c(C)o1
  -7 | 1.1
> O=C(CSc1nc(-c2ccccc2)nc2c1Cc1ccccc1O2)Nc1ccccc1
  4 | 0.97

Following part:
Order of values – SENP6 block | hIAP act
> C=C(C(=O)Oc1ccccc1C(C)(C)C)c1ccccc1
  -4 | 0.99
> CC(NC(=O)Cn1nnc(-c2ccncc2)n1)c1ccccc1 (stereo not given)
  2 | 0.93
> CC(=O)c1cnc(Nc2nc(C)c3ccccc3n2)nc1C
  1 | 1
> COC(=O)CSc1ncnc2c1sc1nc(-c3ccco3)c3c(c12)CC(C)(C)OC3
  -3 | 0.97
> O=P(O)(CN1CCCCCC1)C1Cc2ccccc2C1
  -17 | 1.1
> O=C(NCc1ccc(F)cc1)c1cccc2c1C(=O)c1ccc(Cl)cc1S2(=O)=O
  12 | 1
> COc1ccc2cc(/C=N/NC(=O)CN(c3ccccc3)S(=O)(=O)c3ccccc3)c(Cl)nc2c1
  -3 | 0.97
> NC(=S)Nc1nc2ccccc2[nH]c1=O
  -8 | 0.89
> Cc1sc2nc(C3CC3)nc(SCC(=O)N3CCCc4ccccc43)c2c1C
  -14 | 0.98
> O=C1/C(=N/n2cnnc2)c2ccccc2N1Cc1ccccc1
  -1 | 0.99
> CC1CCc2sc(C(=O)OC(C)C(=O)Nc3ncc(Cl)cc3Cl)cc2C1 (stereo not given)
  -15 | 0.94
> CCc1cc2cc3c(cc2nc1SCC(=O)Nc1cc(OC)c(OC)cc1C(=O)O)OCO3
  2 | 0.89
> O=C1Nc2ccc(Cl)cc2[C@@](C#CC2CC2)(C(F)(F)F)O1
  4 | 0.97
> CC(=O)Nc1ccc2c(c1)OCCOCCOc1cc(NC(C)=O)ccc1OCCOCCOCCO2
  -14 | 0.98
> O=c1oc2cc([N+](=O)[O-])ccc2nc1/C=C(O)/C=C/c1ccccc1
  -6 | 1

More results follow:
Order of values – SENP6 block | hIAP act
> Cc1ccc(C)c(NC(=O)Cn2c(=O)n(-c3ccc(CC(=O)NCC4CCCO4)cc3)c(=O)c3ccccc32)c1 (stereo not given)
  -9 | 1
> C#C[C@]1(O)CC[C@H]2[C@@H]3[C@H](C)CC4=C(CCC(=O)C4)[C@H]3CC[C@@]21C
  -20 | 1
> Cc1c(Cl)cn2c(=O)cc(CN3CCN(c4ccc(F)cc4)CC3)nc2c1Cl
  -37 | 1
> CCc1c(C(C)O)oc2ccc3c(C)cc(=O)oc3c12 (stereo not given)
  -7 | 1
> Nc1c(C(=O)Nn2cnnc2)cc([N+](=O)[O-])cc1[N+](=O)[O-]
  -11 | 0.92
> Brc1c(NC2=NCCN2)ccc2nccnc12
  6 | 1
> O=C(Nc1nnc(SCc2c(Cl)cccc2Cl)s1)c1ccc2ncsc2c1
  4 | 1
> NS(=O)(=O)c1ccc(NC(=S)N2CCN(S(=O)(=O)c3ccc(F)cc3)CC2)cc1
  3 | 0.98
> COc1cc(/C=C2\SC(=S)NC2=O)ccc1OS(=O)(=O)c1ccccc1
  59* | 0.92
> COc1ccc(C(=O)Oc2ccc(C(=S)N3CCCC3)cc2)cc1OC
  -10 | 0.96
> COc1ccc(CCNc2cc(N3CCN(C(=O)c4ccc(C)cc4)CC3)ccc2[N+](=O)[O-])cc1OC
  -5 | 0.77
> C/C(CC(=O)Nc1ccc(F)cc1F)=N\NC(=O)C(=O)N1CCCCC1
  -1 | 1.2
> COc1ccc(NC(=O)c2ccc(Cl)c(NC(=O)c3ccncc3)c2)cc1
  -26 | 1
> Cc1c(C(=O)O)c(C(=O)O)nc2ccc(N3CCOCC3)cc12
  15 | 0.97
> COc1ccccc1C(=O)Nc1cc2c(ccc3ccccc32)oc1=O
  -18 | 1.1

(further entries)
Order of values – SENP6 block | hIAP act
> CC1=C(C#N)C(=O)N(C2CCS(=O)(=O)C2)C(=O)/C1=C\c1ccc(C)o1 (stereo not given)
  -9 | 0.88
> COc1ccc(-n2c(C)nc3sc4c(c3c2=O)CCCC4)cc1
  -16 | 1.1
> CCS(=O)(=O)Nc1cccc(-c2ccc3nnc(C)n3n2)c1
  -13 | 1
> Cc1sc2ncnc(Sc3nnc4sc5ccccc5n34)c2c1C
  -13 | 1.1
> CC(C)CC1NC(=O)c2cc(Cl)ccc2-n2c1nc1ccc(F)cc1c2=O (stereo not given)
  -2 | 0.87
> O=C(CSc1nnc(-c2ccncc2)n1CCc1ccccc1)N1CCCC1
  5 | 0.98
> COc1cccc(-c2c(C#N)c(N)nc3c2c(=O)nc2sccn23)c1
  2 | 0.96
> Brc1cccc(/C=N/Nc2nc(N3CCCCC3)nc(N3CCCCC3)n2)c1
  -9 | 1.1
> CCCCN1CCCC1CNC(=O)c1cc(C#N)c2ccccc2c1OC (stereo not given)
  -16 | 1.1
> C#CCOCCOCCOCCNc1nc(N2CCN(C(=O)C(Cc3ccc(O)cc3)n3cc(C(N)CC(C)C)nn3)CC2)nc(N2CCN(C(=O)C(Cc3cc4ccccc4[nH]3)n3cc(C(N)C(C)CC)nn3)CC2)n1 (stereo not given)
  1 | 1.1
> CCOC(=O)c1ccccc1NC(=O)Cc1sc(-c2cccnc2)nc1-c1ccc(C)cc1
  -5 | 0.87
> Cc1ccc2oc(=O)c3cc(C(=O)Nc4cc(-c5cccc(F)c5)no4)sc3c2c1
  16 | 1.1
> COC(=O)C1=C(C)N(Cc2ccco2)C(=O)N[C@@H]1c1cccc(C(F)(F)F)c1
  -14 | 0.99
> O=C(N/N=C/c1ccc(N2CCCCC2)o1)C(O)(c1ccccc1)c1ccccc1
  3 | 1
> Cc1cc(C)cc(NC(=O)Cn2cc3c(n2)CCCCC3)c1
  -4 | 0.92

Laid out differently: 3 of the compounds above
Cc1ccc(Cc2cnc(NC(=O)C3=NCCN3)s2)cc1
- SENP6 block: -5
- hIAP act: 1.5

CN(C)c1ccc(/C=N/NC(=O)c2ccc(CN3C(=O)c4cccc5cccc3c45)cc2)cc1
- SENP6 block: -12
- hIAP act: 1.1

Cc1cc(C(=O)NCC23CC4CC(CC(C4)C2)C3)c(C)o1
- SENP6 block: -7
- hIAP act: 1.1

New compounds follow:
Order of values – SENP6 block | hIAP act
> COc1ccc2c(c1)OCC1=C2CCC2(C)C(=O)CC=C12 (stereo not given)
  -2 | 1.1
> O=c1[nH]c(=S)[nH]c2[nH]c(=S)[nH]c12
  1 | 1.6
> Cc1ccc(/C=C2\SC(N3CCCC3)=NC2=O)cc1
  -18 | 0.96
> CC(Sc1nnc(-c2cccnc2)n1-c1ccccc1F)C(=O)N1CCCc2ccccc21 (stereo not given)
  0 | 0.93
> CCN(CC)S(=O)(=O)c1ccc(OC)c(NC(=O)C(Cc2ccccc2)N2C(=O)c3ccccc3C2=O)c1 (stereo not given)
  -14 | 1.1
> CCc1ccc(S(=O)(=O)/N=C2\C=CC(=O)c3ccccc32)cc1
  50 | 0.95
> COc1ccc(S(=O)(=O)N2CCC(N3CCN(c4ccccc4)CC3)CC2)cc1
  -4 | 1.1
> COc1cccc(CN2C(=O)C3CCCN3c3ccc(S(=O)(=O)N4CCOCC4)cc32)c1 (stereo not given)
  -4 | 0.91
> CC(C(=O)Nc1ccc(S(=O)(=O)N2CCCCC2)cc1)N1CCN(c2ccccn2)CC1 (stereo not given)
  -27 | 1
> O=C1C2N=NN(CC(=O)N3N=C(c4ccccc4)CC3c3ccc([N+](=O)[O-])cc3)C2C(=O)N1c1ccccc1 (stereo not given)
  -2 | 1.2
> CC(C)NC(=O)c1ccc(-n2c(=S)[nH]c3ccccc3c2=O)cc1
  2 | 1
> O=C(COC(=O)c1ccc[n+]([O-])c1)Nc1c(Br)cc([N+](=O)[O-])cc1Br
  -14 | 0.88
> CC(C)(C)OC(=O)CN1C(=O)S/C(=C\c2ccc(-c3cccc(C(=O)O)c3)o2)C1=O
  78* | 1.1
> CC(=O)OC[C@H]1O[C@@H](O/N=C/C[C@@H]2C=C[C@H](OC(C)=O)[C@@H](COC(C)=O)O2)[C@H](OC(C)=O)[C@@H](OC(C)=O)[C@@H]1OC(C)=O
  -3 | 0.88
> CC(=O)Nc1ccccc1C(=O)C(=O)Nc1cccc(C(=O)NCc2ccc(C)cc2)c1
  -8 | 0.81

(next part)
Order of values – SENP6 block | hIAP act
> O=C(O)c1cccc(NCc2ccncc2)c1
  1 | 0.92
> COc1cccc(-c2nc(Oc3cc(C)cc(C)c3)c3ccccc3n2)c1O
  7 | 1.2
> CC(=O)Nc1ccc(N2CCc3c(C)c(C#N)c4nc5ccccc5n4c32)cc1
  -10 | 1.2
> CC(C)CC1NC(=O)c2ccccc2-n2c1nc1ccccc1c2=O (stereo not given)
  -13 | 0.85
> COc1ccc(CCNC(=O)C2CCC(CNS(=O)(=O)c3ccccc3)CC2)cc1OC (stereo not given)
  4 | 0.96
> CNC(=O)COC(=O)c1ccc2c(c1)NC(=O)C1CCCN21 (stereo not given)
  -17 | 1.3

Some of the compounds tested. The share of hits here may be higher or lower than overall.
